# High-throughput results as filed in PubChem.
# GRP78 ERSR act – induces the endoplasmic reticulum stress response in human glioma cells; U87-MG GRP78 promoter luciferase reporter, 16 h; Potency, µM, without a hit: at the highest dose activation, usual class: activators; 420,000 compounds, 0.02% hits; AID 602332; note: potency is the fitted concentration of half-maximal effect; series mostly up to about 76 µM; % of control where 0% means no effect; nearly all actives have a fitted effect of over 35% in size
#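 Stably transfected U87-MG human glioma cells carrying a GRP78-based luminescent sensor were seeded at 1000 cells/well, pin-dosed with compounds and incubated 16 h. Luciferase reagent was then added, and end-point luminescence was read after 10 min at room temperature.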
# LDHA inh – inhibitors of human lactate dehydrogenase A; activity change, % (values are at about 110 or 230 µM); purified LDHA, NADH/diaphorase-resazurin fluorescence; hits give low values; P00338; 480,000 compounds, 0.15% hits; in the data active = activity change below about -30%; inconclusive = mostly about -25% to -30%;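 note: plate controls were DMSO wells for no effect and wells without enzyme for full effect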
#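 LDH5 2 nM; NADH 0.06 mM, pyruvate 0.2 mM; 200 mM Tris pH 7.4, EDTA, Tween-20; 5 min RT. Detection: diaphorase 0.133 mg/mL + resazurin 37 µM, fluorescence ex540/em590 at 0 and 20 min; normalized to enzyme-free and DMSO wells.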
# Vif-A3G inh – inhibitors of Vif-APOBEC3G interaction. Q9HC16. 410,000 compounds, 0.076% hits. HeLa A3G-eYFP + Vif (tagged APOBEC3G with the HIV-1 protein that degrades it), YFP fluorescence, overnight. Potency, µM (highest dose often 46.1 µM), without a hit: at the highest dose activity, negative = active, most hits filed as inhibitors;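 note: potency is the fitted concentration of half-maximal effect; % is set by controls: 0 for no effect and ±100 for the full control effect; nearly all actives have a fitted effect of over 60% in size; hits raise eYFP signal because A3G escapes Vif-driven loss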
#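 HeLa cells stably expressing Vif and C-terminally eYFP-tagged A3G, seeded overnight at 37 deg C, then exposed to compound by pintool overnight at 37 deg C. Rise in yellow fluorescence (Ex 488/Em 500-530, Acumen) marks blocked Vif-driven A3G degradation.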
# Vif-A3F inh – inhibitors of Vif-A3F interaction; 390,000 compounds, 0.2% hits; Potency, µM (series often up to 46.1 µM), inactives show at the top dose activity, negative = active; AID 602313; HeLa A3F-eYFP + Vif (tagged APOBEC3F with the HIV-1 protein that degrades it), YFP fluorescence increase; note: potency is the fitted concentration of half-maximal effect; % of control where 0% means no effect; nearly all actives have a fitted effect of over 65% in size
#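 HeLa cells stably expressing A3F-eYFP plus Vif, plated and incubated overnight at 37 deg C, then exposed to compounds overnight at 37 deg C. Blocked degradation read as raised yellow fluorescence (Ex 488/Em 500-530).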
# TrxR1 substrate – is turned over as a substrate by rat TrxR1; O89049; purified TrxR1 substrate turnover, NADPH consumption readout; Potency, µM (top dose mostly 114 µM), without a hit: top-dose activity change, negative = substrate turnover; 390,000 compounds, 0.01% hits; AID 588456; note: potency is the fitted concentration of half-maximal effect; % is set by controls: 0 for no effect and ±100 for the full control effect; nearly all actives have a fitted effect of over 50% in size
#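 Rat TrxR1, dispensed at 90 nM, was prereduced with 400 uM NADPH (final) for 5 min at ~22 deg C, then incubated with compound 15 min before 400 uM selenite. A first-read NADPH fluorescence drop versus no-compound background flagged substrates.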
# RGS4 inh – human RGS4 inhibition; Potency, µM (top dose mostly 114 µM), for the others: at the top dose activity change, negative = inhibition, usual class: inhibitors; P49798; AID 504845; Transcreener GDP fluorescence polarization, RGS4-accelerated GTP hydrolysis; 390,000 compounds, 0.039% hits; note: potency is the fitted concentration of half-maximal effect; % is set by controls: 0 for no effect and ±100 for the full control effect; nearly all actives have a fitted effect of over 75% in size; some results filed as inactive show a strong effect at the top dose
# Target sequence (P49798 whole entry, looked up): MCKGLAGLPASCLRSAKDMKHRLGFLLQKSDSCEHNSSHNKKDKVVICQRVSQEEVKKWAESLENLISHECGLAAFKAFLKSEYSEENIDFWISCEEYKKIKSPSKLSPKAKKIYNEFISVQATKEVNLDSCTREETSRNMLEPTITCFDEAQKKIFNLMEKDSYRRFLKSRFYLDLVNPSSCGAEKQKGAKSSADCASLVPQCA
#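 MLSMR compounds (23 nl, pin-transferred) preincubated 10 min at room temperature with a 500nM (2x) first reagent, then RGS4 at 900nM (2x) plus Transcreener GDP mix added; fluorescence polarization (620/688 nm) read before and after 90 min at 30 °C.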
# IDH1 R132H inh – inhibitors of human mutant IDH1 R132H; IDH1-R132H enzyme, NADPH consumption, diaphorase/resazurin fluorescence; Potency, µM (titrated, usually from 76.6 µM), for inactives: at the highest dose activity change, negative = inhibition, most hits filed as inhibitors; 390,000 compounds, 0.093% hits; note: potency is the fitted concentration of half-maximal effect; % is set by controls: 0 for no effect and ±100 for the full control effect; nearly all actives have a fitted effect of over 65% in size
#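 IDH1-R132H (0.5 ug/mL dispensed) in pH 7.5 Tris buffer was preincubated 30 min with compound, then given a substrate mix of 0.016 mM NADPH and 2 mM alpha-KG for 80 min at room temperature; remaining NADPH was read by diaphorase/resazurin fluorescence.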
# TrxR1 inh – blocks rat thioredoxin reductase 1. 390,000 compounds, 1% hits. Potency, µM (doses to about 114 µM), without a hit: at the top dose activity change, negative = inhibition, actives largely listed as inhibitors. recombinant rTrxR1, NADPH fluorescence consumption, selenite substrate. O89049; note: potency is the fitted concentration of half-maximal effect; % is set by controls: 0 for no effect and ±100 for the full control effect; nearly all actives have a fitted effect of over 65% in size
#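 Rat TrxR1 (90 nM in the dispensed reagent) was pre-reduced with 400 uM NADPH for 5 min at room temperature, then incubated with compound for 15 min. After 400 uM selenite was added, NADPH fluorescence (Ex 340/Em 450 nm) was followed for 8 min.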
# USP1 inh – blocks the human USP1/UAF1 deubiquitinase complex; recombinant USP1/UAF1, Ub-Rhodamine cleavage fluorescence; Potency, µM (doses to about 57.1 µM), for the others: top-dose activity change, negative = inhibition, usual class: inhibitors; 390,000 compounds, 0.23% hits; AID 743255; note: potency is the fitted concentration of half-maximal effect; % is set by controls: 0 for no effect and ±100 for the full control effect; nearly all actives have a fitted effect of over 60% in size; inactives centre near -12
# Target sequence (O94782 whole entry, looked up): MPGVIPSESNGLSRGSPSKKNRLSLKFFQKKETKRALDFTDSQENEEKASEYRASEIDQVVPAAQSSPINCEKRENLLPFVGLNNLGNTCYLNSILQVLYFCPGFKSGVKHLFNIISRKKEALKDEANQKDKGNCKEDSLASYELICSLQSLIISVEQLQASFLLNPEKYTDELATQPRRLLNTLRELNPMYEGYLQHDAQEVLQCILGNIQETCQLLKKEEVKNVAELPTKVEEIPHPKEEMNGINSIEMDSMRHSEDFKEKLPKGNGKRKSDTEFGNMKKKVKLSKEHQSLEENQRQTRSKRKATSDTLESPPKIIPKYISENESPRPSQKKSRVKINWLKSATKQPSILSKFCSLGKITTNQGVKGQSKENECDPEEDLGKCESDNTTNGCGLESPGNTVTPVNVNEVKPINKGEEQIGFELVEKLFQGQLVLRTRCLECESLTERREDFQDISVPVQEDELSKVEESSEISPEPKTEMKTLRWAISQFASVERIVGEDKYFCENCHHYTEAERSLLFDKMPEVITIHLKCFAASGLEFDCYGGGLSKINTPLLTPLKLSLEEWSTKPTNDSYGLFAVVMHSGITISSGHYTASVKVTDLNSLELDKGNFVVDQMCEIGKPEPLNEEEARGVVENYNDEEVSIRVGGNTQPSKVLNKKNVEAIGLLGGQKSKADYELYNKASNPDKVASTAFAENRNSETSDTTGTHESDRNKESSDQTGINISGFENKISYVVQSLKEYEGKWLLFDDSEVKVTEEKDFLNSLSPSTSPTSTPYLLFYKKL
#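 In this screen, compounds sit with the deubiquitinase complex (1nM) for 15 min at room temperature before Ub-Rho is added at 150nM final. Fluorescence rise is then followed for 6 reads every 60 seconds.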
# * = called active by the depositor; ? = inconclusive; . = no result given; [ ] = dose if it differs, or a comment. Unless noted, calls come from the whole dose curve; as a rule, active = well fitted curve in the direction sought with a large enough effect; inconclusive = small, poorly fitted or top-dose-only effect, or another doubt; inactive = no such curve, though single readings can be large; an effect the other way counts as inactive or inconclusive. This is a subset (hit frequency here may not be typical).
1	Cc1cc(NC(=O)CN2CCN(C/C=C/c3ccccc3)CC2)c([N+](=O)[O-])cc1C
2	COCCN(C(=O)c1cc(Cl)ccn1)c1c(N)n(Cc2ccccc2)c(=O)[nH]c1=O
3	O=[N+]([O-])c1cc2ccccc2nc1-c1ccccc1
4	COc1ccc(C2=C(N3CCN(c4cc(Cl)ccc4C)CC3)c3ccccc3C2=O)cc1
5	CCOc1ccc(Nc2nc(Cl)nc(NCCO)n2)cc1
6	Cc1ccc(NC(=O)CCc2nnc3ccc(N4CCN(C)CC4)nn23)cc1F
7	Cc1ccc(CNC(=O)C(=O)NCC(c2cccs2)S(=O)(=O)c2cccs2)cc1 (stereo not drawn)
8	COc1ccc(CCNCc2ccc(-c3ccccc3)cc2)cc1OC
9	N#Cc1c(Sc2ncc(C(F)(F)F)cc2Cl)nsc1C/C=N\OCc1ccccc1Br
10	Cc1ccc(-n2nnc(-c3nsc(NC(=O)c4ccccc4)n3)c2C)cc1

assay / entry	1	2	3	4	5	6	7	8	9	10
GRP78 ERSR act	2%	-5%	-4%	-2%	-4%	0%	-2%	-5%	17%	-1%
LDHA inh	-5	8	-2	-2	-3	-8	-4	-7	13	0
Vif-A3G inh	-1%	3%	-1%	4%	0%	1%	3%	-1%	-30%	-1%
Vif-A3F inh	2%	-17%	-1%	-5%	-1%	-7%	0%	0%	?	0%
TrxR1 substrate	9%[57.1 µM]	-1%	-8%[2.29 µM]	-2%	14%[57.1 µM]	3%	0%[57.1 µM]	?	-2%	-3%[57.1 µM]
RGS4 inh	-4%	-13%	9%	-16%	21%	-3%	-14%	-7%[56.9 µM]	-34%	-21%
IDH1 R132H inh	3%	3%	-2%	-7%	13%	18%	4%	-9%	-1%	2%
TrxR1 inh	18%[57.1 µM]	-4%	-10%[2.29 µM]	13%	5%[57.1 µM]	33%	0%[57.1 µM]	-35%	?	14%[57.1 µM]
USP1 inh	-22%	-3%	-1%	?	0%	-18%	-24%	-14%	-22%	-25%

# 3 of the entries above in order of the Vif-A3F inh value, lowest first.
No.	SMILES	Vif-A3F inh
4	COc1ccc(C2=C(N3CCN(c4cc(Cl)ccc4C)CC3)c3ccccc3C2=O)cc1	-5%
3	O=[N+]([O-])c1cc2ccccc2nc1-c1ccccc1	-1%
10	Cc1ccc(-n2nnc(-c3nsc(NC(=O)c4ccccc4)n3)c2C)cc1	0%

# Other structures.
11	O=C(CN1C(=O)CSc2ccc(S(=O)(=O)N3CCOCC3)cc21)NCc1ccc(F)cc1
12	COc1ccc(CC(=O)NCC2CCCN(Cc3ccc(F)c(OC)c3)C2)cc1 (stereo not drawn)
13	Cc1cc(C(c2nnnn2Cc2ccccc2)N2CCOCC2)c(C)n1-c1ccc2c(c1)OCO2 (stereo not drawn)
14	O=C(COc1ccc(Br)cc1Br)Nc1ccc(S(=O)(=O)Nc2ncccn2)cc1
15	C/C(=N/NC(=O)c1ccn(C)n1)c1ccncc1
16	COc1cc(NC(=O)c2c3c(nc4ccccc24)CCC3)cc(OC)c1
17	CN1C(=O)S/C(=C/c2cccnc2)C1=O
18	CCOc1ccc(NC(=O)C2CCN(S(=O)(=O)c3c(C)noc3/C=C/c3ccco3)CC2)cc1
19	O=C(CCCNS(=O)(=O)c1ccc(Br)cc1)N1CC[C@@]2(O)CCCC[C@H]2C1
20	Nc1cc(-c2nc3ncccc3o2)ccc1Cl

assay / entry	11	12	13	14	15	16	17	18	19	20
GRP78 ERSR act	0%	-4%	-4%	1%	1%	1%	3%	1%	-2%	3%
LDHA inh	-1	-4	19	0	-7	-1	4	-4	-2	0
Vif-A3G inh	5%	1%	-10%	-5%	-6%	0%	2%	0%	1%	1%
Vif-A3F inh	2%	-1%	-4%	-5%	2%	7%	-20%	0%	-2%	5%
TrxR1 substrate	7%	-31%	7%	-6%[57.1 µM]	1%	-8%	-1%	-6%	5%[57.1 µM]	30%[activator]
RGS4 inh	-13%	17%	-27%	-2%	-6%	0%	-21%	-15%	-14%	13%
IDH1 R132H inh	-4%	-2%	6%	-12%	-3%	2%	0%	-17%	-2%	3%
TrxR1 inh	39%[activator]	-10%	7.9µM*	8%[57.1 µM]	11%	-14%	-5%	-3%	8%[57.1 µM]	-11%
USP1 inh	-22%	3%	-2%	-22%	-13%	-11%	-8%	11%	2%	-7%

# Of the compounds above, these have a nitro group on carbon.
1	Cc1cc(NC(=O)CN2CCN(C/C=C/c3ccccc3)CC2)c([N+](=O)[O-])cc1C
3	O=[N+]([O-])c1cc2ccccc2nc1-c1ccccc1

assay / entry	1	3
GRP78 ERSR act	2%	-4%
LDHA inh	-5	-2
Vif-A3G inh	-1%	-1%
Vif-A3F inh	2%	-1%
TrxR1 substrate	9%[57.1 µM]	-8%[2.29 µM]
RGS4 inh	-4%	9%
IDH1 R132H inh	3%	-2%
TrxR1 inh	18%[57.1 µM]	-10%[2.29 µM]
USP1 inh	-22%	-1%

# Further entries.
21	CCN(CC(=O)Nc1ccc2c(c1)OCCO2)C(=O)C1CCCCC1
22	COC1CC(=O)C2OC(c3ccccc3)OCC2O1 (stereo not drawn)
23	O=C(CSc1nnc(CN2CCCCC2)n1-c1ccccc1)c1ccc2c(c1)OCO2
24	CCc1ccccc1NCC(=O)Nc1ccc(Cl)c(C(F)(F)F)c1
25	CC(C)[C@H](NC(=O)OCc1ccccc1)C(=O)OCC(=O)N1CCN(c2ccc(F)cc2)CC1
26	O=S(=O)(c1ccccc1)N1CCN(c2ncccn2)CC1
27	CNc1cnn(-c2ccc(C)cc2)c(=O)c1Sc1ccc(C)cc1
28	COc1cccc(CNC(=O)c2ccc3nc(-c4ccccc4)c(-c4ccccc4)nc3c2)c1OC
29	COc1ccc(OC)c(NC(=O)c2ccc(NS(C)(=O)=O)cc2)c1
30	C[C@@H]1CN([C@H](C)CO)C(=O)c2c(c3ccccc3n2C)-c2ccccc2CO[C@H]1CN(C)Cc1ccc(C(F)(F)F)cc1

assay / entry	21	22	23	24	25	26	27	28	29	30
GRP78 ERSR act	0%	-6%	-2%	-5%	-4%	-4%	6%	-4%	-6%	-11%
LDHA inh	-7	-12	6	-11	-7	0	1	-2	7	5
Vif-A3G inh	-1%	-3%	-2%	-11%	1%	-8%	-1%	-4%	2%	-7%
Vif-A3F inh	0%	4%	2%	0%	-9%	-18%	12%	5%	5%	-17%
TrxR1 substrate	4%	.	-1%	-15%	-2%	-3%	4%[57.1 µM]	-3%[57.1 µM]	-2%	.
RGS4 inh	17%	.	-6%	-24%	3%	-13%	-14%	4%	-13%	.
IDH1 R132H inh	5%	0%	6%	-3%	-5%	11%	8%	-7%	2%	15%
TrxR1 inh	7%	.	-8%	-3%	23%	9%	11%	-3%[57.1 µM]	15%	.
USP1 inh	-16%	?	-9%	-11%	-11%	-14%	-17%	-14%	-2%	?

31	C=CCc1c(C)c(C#N)c2nc3ccccc3n2c1NCCN(C)C
32	O=S(=O)([N-]c1nc2ccccc2nc1-n1cc[n+](Cc2ccccc2)c1)c1ccc(Cl)cc1
33	N=c1cc(C2(O)CCCCC2)n2c(nc3ccccc32)s1
34	O=C(NC[C@@H]1CCCO1)c1cccc2c1C(=O)c1ccc(N3CCOCC3)cc1S2(=O)=O
35	CC(C)N1CCN(Cc2ccc(OCc3ccccc3)cc2)CC1CCO (stereo not drawn)
36	C[C@@H](CN1C2=NC[C@H](Cc3ccc(O)cc3)N2C[C@H]1Cc1ccc(O)cc1)NC(=O)CCC1CCCCC1
37	Cc1ccccc1NC(=O)CSc1nc2ccccc2c(=O)n1CC1CCCO1 (stereo not drawn)
38	CN(C)CCSc1nnc2[nH]c3ccccc3c2n1

assay / entry	31	32	33	34	35	36	37	38
GRP78 ERSR act	-4%	-3%	-1%	-2%	6%	-1%	-2%	-3%
LDHA inh	-4	-1	-8	-5	-4	2	-5	-1
Vif-A3G inh	-19%	-2%	1%	0%	2%	-2%	-3%	2%
Vif-A3F inh	-1%	?	-4%	5%	-5%	1%	6%	0%
TrxR1 substrate	7%[57.1 µM]	11%[57.1 µM]	7%	-4%[57.1 µM]	14%	8%[57.1 µM]	6%	-7%
RGS4 inh	3%	-3%	7%	3%	22%	2%	20%	-49%
IDH1 R132H inh	10%	7%	10%	3%	6%	-13%	10%	4%
TrxR1 inh	-4%[57.1 µM]	15%[57.1 µM]	19%	-6%[57.1 µM]	29%	20%	34%[activator]	-7%
USP1 inh	2%	-12%	-15%	-26%	-1%	-16%	?	7%
